# Mito fusion act: blocks mitochondrial division or promotes mitochondrial fusion; hit rate 0.23% among 320,000; Potency, µM (series often up to 46.1 µM), inactives show at the highest dose growth rescue (activation), actives largely listed as activators; AID 485298; S. cerevisiae fusion-defective mutant growth rescue, CellTiterGlo 48 h;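 further: potency means the concentration at half of the fitted maximal effect; % of control where 0% means no effect; nearly all actives have a fitted effect of over 45% in size; temperature-sensitive fusion mutants such as fzo1-1 at 37 °C on non-fermentable ethanol glycerol medium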
#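 Compounds are tested for their ability to restore growth of mitochondrial fusion-defective yeast strains at non-permissive 37C in YPEG medium over 48 hours. Viability is quantified by luciferase luminescence.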
# PKM2 act: PKM2 (human) enzyme activation; purified PKM2, Kinase-Glo ATP luminescence, activation; response scale: 0% is enzyme alone, no compound; hit rate 0.34% among 260,000; P14618; Potency, µM (top dose mostly 57.5 µM), for the others: top-dose activation, hits mostly activators; further: potency means the concentration at half of the fitted maximal effect; on the % scale 0 is the no-effect control and ±100 the full control effect; nearly all actives have a fitted effect of over 55% in size
# Target sequence (P14618 whole entry, looked up): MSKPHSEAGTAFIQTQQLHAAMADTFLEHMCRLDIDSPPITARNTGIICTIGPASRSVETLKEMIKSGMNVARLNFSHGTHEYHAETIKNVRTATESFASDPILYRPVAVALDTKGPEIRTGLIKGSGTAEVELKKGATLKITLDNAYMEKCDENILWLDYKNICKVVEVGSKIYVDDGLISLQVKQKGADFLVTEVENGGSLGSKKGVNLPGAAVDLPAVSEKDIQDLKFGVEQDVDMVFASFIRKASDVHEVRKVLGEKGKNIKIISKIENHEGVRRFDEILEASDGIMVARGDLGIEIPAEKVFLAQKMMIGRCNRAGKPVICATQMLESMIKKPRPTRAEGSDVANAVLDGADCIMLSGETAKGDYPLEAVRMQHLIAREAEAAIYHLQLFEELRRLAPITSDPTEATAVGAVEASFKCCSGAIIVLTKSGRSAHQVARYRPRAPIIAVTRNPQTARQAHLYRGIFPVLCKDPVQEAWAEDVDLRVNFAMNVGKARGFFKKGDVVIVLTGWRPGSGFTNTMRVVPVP
#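 Purified hPK-M2 (>95%) run at intermediate activity with 0.1 mM ADP and 0.5 mM PEP in 50 mM imidazole pH 7.2, KCl, MgCl2; 1 h room temperature. ATP formed read by Kinase-Glo luminescence; normalized to uninhibited and no-enzyme controls.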
# Rab9 promoter act: activators of Rab9 promoter; Huh7 Rab9 promoter-luciferase reporter, luminescence, 24 h; Potency, µM (top dose mostly 9.22 µM), for inactives: at the highest dose activation, negative = inhibition, usual class: activators; hit rate 2.8% among 320,000; AID 485297; further: potency means the concentration at half of the fitted maximal effect; % of control where 0% means no effect; nearly all actives have a fitted effect of over 60% in size
#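 Cells were plated at 1500 per well in reduced-serum medium with 10% FBS and left 2 h. Compound in DMSO was then added for 24 h at 37 °C. Reporter signal was read by luminescence after 10 min with luciferase detection reagent.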
# KCNH2 3.1 inh: inhibitors of human KCNH2 3.1 potassium channel isoform; U2OS KCNH2 3.1, thallium flux FluxOr; stronger effect = lower value; activity change, % (tested at about 1.8 µM); hit rate 0.95% among 340,000;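 active means maximum activity change below -70%; inconclusive means maximum activity change from -70% to -50%; inactive means maximum activity change above -50%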;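 further: thallium influx rate constant from kinetic fluorescence after stimulation buffer; on the % scale 0 is the no-effect control and ±100 the full control effect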
#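 Channel expression came from 3.1 mutant virus (1.77 x 10^8 /mL) applied to suspended U2OS cells for 4 h. Flux was tracked with FluxOr dye plus Red40 quencher, and kinetic rate constants normalized to controls.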
# ELG1 repair inh: inhibitors of ELG1-dependent DNA repair in HEK293T cells; HEK293T ELG1-luciferase reporter, luminescence, 16 h; DNA damage induced by 5-fluorouridine; AID 504467; Potency, µM (top dose mostly 46.1 µM), for inactives: at the top dose activity change, negative = inhibition, hits mostly inhibitors; hit rate 2.3% among 330,000; further: potency means the concentration at half of the fitted maximal effect; on the % scale 0 is the no-effect control and ±100 the full control effect; nearly all actives have a fitted effect of over 55% in size
#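 DMSO vehicle served as the neutral condition. Each well held 2,000 cells given 5-fluorouridine plus compound; after 16 hr at 37 °C/5% CO2, ONE-Glo was added and luciferase measured 30 min later.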
# Menin MLL FP TR: displaces Texas Red mutant MLL peptide from human menin. Menin + Texas Red MLL mutant peptide, fluorescence polarization. Potency, µM (top dose mostly 61.6 µM), for the others: top-dose FP activity change, negative = inhibition, usual class: inhibitors. hit rate 0.23% among 270,000; active means well fitted inhibition curve with a large enough effect in the polarisation, with a control signal flat, not every such curve was filed as active; inconclusive means small, poorly fitted or top-dose-only effect, or effect the other way, or a change in a side signal; inactive means no such curve, though single readings can be large or run the other way; the % refers to the polarisation; further: potency means the concentration at half of the fitted maximal effect; % of control where 0% means no effect; many of its hits are not listed in these tables
# Target sequence (O00255 whole entry, looked up): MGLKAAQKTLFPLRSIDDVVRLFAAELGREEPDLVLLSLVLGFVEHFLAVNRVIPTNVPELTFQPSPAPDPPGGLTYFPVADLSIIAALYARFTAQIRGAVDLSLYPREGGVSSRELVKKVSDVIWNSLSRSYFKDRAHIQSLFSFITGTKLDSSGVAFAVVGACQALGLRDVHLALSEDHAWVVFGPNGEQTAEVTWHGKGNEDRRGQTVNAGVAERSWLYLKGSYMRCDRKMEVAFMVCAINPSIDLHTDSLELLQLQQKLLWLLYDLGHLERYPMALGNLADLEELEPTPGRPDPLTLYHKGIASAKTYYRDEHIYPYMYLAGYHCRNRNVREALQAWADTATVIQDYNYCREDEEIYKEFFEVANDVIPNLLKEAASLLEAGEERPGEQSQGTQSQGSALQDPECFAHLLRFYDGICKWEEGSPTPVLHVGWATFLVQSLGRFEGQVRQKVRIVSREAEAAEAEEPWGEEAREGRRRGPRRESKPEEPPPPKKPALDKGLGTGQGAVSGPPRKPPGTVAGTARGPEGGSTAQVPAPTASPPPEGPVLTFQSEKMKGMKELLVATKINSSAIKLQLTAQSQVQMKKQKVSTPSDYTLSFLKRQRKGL
# RORg inh: blocks mouse ROR gamma transcriptional activity | P51450 | Drosophila S2 Gal4-RORgamma UAS-luciferase reporter, 20 h | Potency, µM (doses to about 53.6 µM), for the others: top-dose activity change, negative = inhibition, most hits filed as inhibitors | hit rate 5.4% among 310,000 | AID 2551; further: potency means the concentration at half of the fitted maximal effect; on the % scale 0 is the no-effect control and ±100 the full control effect; nearly all actives have a fitted effect of over 60% in size
#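 Compounds are pin-transferred onto Drosophila Schneider cells expressing a copper-inducible Gal4–ROR gamma transactivation domain fusion. After 1 hr, copper sulfate is added to 700 uM final; luciferase is read 20 hr later.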
# VP16 counter: counter-screen for ROR gamma inhibitors: Gal4-VP16 reporter; Drosophila S2 Gal4-VP16 UAS-luciferase, luminescence, 20 h; Potency, µM (doses to about 53.6 µM), without a hit: top-dose activity, negative = inhibition, hits mostly inhibitors; hit rate 3.5% among 310,000;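 further: Gal4-VP16 expression switched on by copper sulfate through the metallothionein promoter; potency means the concentration at half of the fitted maximal effect; on the % scale 0 is the no-effect control and ±100 the full control effect; nearly all actives have a fitted effect of over 50% in size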
# NPC1 promoter act: NPC1 promoter activation | Huh7 NPC1 promoter luciferase reporter, 24 h | Potency, µM (highest dose often 9.22 µM), for inactives: at the highest dose activation, most hits filed as activators | hit rate 2.4% among 320,000;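 further: potency means the concentration at half of the fitted maximal effect; % of control where 0% means no effect; nearly all actives have a fitted effect of over 60% in size; reporter is driven by a mutant NPC1 promoter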
#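 Readout is luciferase luminescence, reflecting NPC1 promoter activation in stably transfected Huh7 cells after 24 h compound exposure at 37 °C in reduced-serum medium with 10% FBS.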
# MBNL1-CUG inh: inhibitors of human MBNL1 binding to CUG repeat RNA. Q9NR56. Potency, µM (series often up to 57.5 µM), for the others: top-dose activity change, negative = inhibition, usual class: inhibitors. hit rate 0.036% among 280,000. TR-FRET MBNL1-His/biotin-(CUG)12 binding, 665/545 ratio. AID 2675; active means well fitted inhibition curve with a large enough effect in the signal ratio, with a control signal flat, not every such curve was filed as active; inconclusive means small, poorly fitted or top-dose-only effect, or effect the other way, or a change in a side signal; inactive means no such curve, though single readings can be large or run the other way; the % refers to the signal ratio; further: potency means the concentration at half of the fitted maximal effect; on the % scale 0 is the no-effect control and ±100 the full control effect
#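 Compound titration spanned 92 nM–58 uM against the MBNL1-His/biotin-(CUG)12 complex. After 60 min at room temperature with 5 nM streptavidin-XL665 and 0.055 ng/ul terbium anti-His, ratiometric 665/545 nm emission (Ex 340 nm) normalized to controls.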
# FLuc modulator: counter-screen for miR-21 project: firefly luciferase inhibitors or activators. P08659. purified FLuc, Km substrates, luminescence inhibition. Potency, µM (titrated, usually from 57.5 µM), for the others: at the top dose activity change, negative = inhibition, usual class: inhibitors. hit rate 6.9% among 360,000. AID 588342;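 further: potency means the concentration at half of the fitted maximal effect; plate controls were vehicle for no effect and reference inhibitor for full effect; nearly all actives have a fitted effect of over 55% in size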
#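 Biochemical qHTS of compounds, final roughly 60 µM downward over six points, against 10 nM purified firefly luciferase using Km concentrations of substrates (10 uM D-luciferin, 10 uM ATP) in Tris acetate pH 7.5 buffer; luminescence output.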
# * hit, by the source's call; ? = inconclusive; . = not tested or not shown; [ ] = remark or other dose. Unless noted, the call rests on the fitted dose curve; in most records, active means well fitted curve in the direction sought with a large enough effect; inconclusive means small, poorly fitted or top-dose-only effect, or another doubt; inactive means no such curve, though single readings can be large; an effect the other way counts as inactive or inconclusive. A portion of the library; count on the stated rates, not on these rows.
SMILES,Mito fusion act,PKM2 act,Rab9 promoter act,KCNH2 3.1 inh,ELG1 repair inh,Menin MLL FP TR,RORg inh,VP16 counter,NPC1 promoter act,MBNL1-CUG inh,FLuc modulator
COC(=O)C1SCC2C(=O)N(Cc3ccc(Cl)c(Cl)c3)CC(=O)N21 (stereo unspecified),6.5%,-2.0%,-2.3%,7.6,-5.4%,8.3%,2.0%,-2.4%,-2.4%,-6.8%,-2.9%
CC(NC(=O)c1ccc(=O)oc1)c1ccccc1 (stereo unspecified),-0.1%,-3.1%,1.9%,-13.1,9.3%,0.5%,1.5%,4.2%,-0.4%,7.5%,-0.6%
CCOC(=O)c1sc(=S)n(-c2ccc(C)cc2)c1N,-4.5%,-5.4%,1.1%,-6.6,24.0%,20.6%,27.6%,22.8%,-1.6%,?,?
CCN(CC)S(=O)(=O)c1ccc(N2CCOCC2)c(NS(=O)(=O)c2cc(C(C)(C)C)ccc2C)c1,1.3%,6.5%,-1.6%,-7.4,-14.8%,13.5%,22.0%,-14.1%,-1.3%,.,7.5%
CC(C)CNC(=S)NNC(=O)c1csc2ccccc12,-1.4%,-1.5%,27.6%,9.5,-3.6%,0.3%,-23.7%,-12.6%,-0.6%,-0.1%,-0.1%
Cc1ccc(S(=O)(=O)N2CCOCC2)cc1NC(=O)COC(=O)c1cnc(Cl)c(Cl)c1,-1.2%,.,-2.5%,-12.9,26.6%,.,.,.,-2.7%,.,2.9%
COc1ccc(C)cc1NC(=O)C(OC(=O)Cn1cnc2c1c(=O)n(C)c(=O)n2C)c1ccccc1 (stereo unspecified),12.7%,.,1.6%,2.2,6.4%,.,.,.,-2.5%,.,2.9%
CCc1nc2c(c(SC)nn2-c2ccccc2)c(N)c1C(=O)OC,0.2%,-4.2%,-5.9%,-3.3,3.5%,34.0%[activator],11.7%,-0.1%,2.4%,-7.7%,5.0%
COc1ccc(N2CCN(CCOc3ccc4c(C)cc(=O)oc4c3)CC2)cc1,-4.8%,-0.9%,-1.9%,8.5,-27.6%,-10.4%,19.0%,-18.4%,-2.9%,?,0.5%
CCCCc1cc(=O)oc2cc(C)cc(OCC(=O)N3C[C@H]4C[C@@H](C3)c3cccc(=O)n3C4)c12,1.1%,-4.8%,-2.7%,5.5,0.0%,9.9%,-22.0%,0.9%,-2.7%,-4.4%,4.7%
CCn1c(Cc2ccccc2)nnc1SCC(=O)Nc1ccccc1O,2.4%,0.0%,0.1%,9.0,-13.3%,-19.0%,4.4%,2.2%,0.3%,-4.0%,-13.9%
O=C(CCCCl)NC(=S)Nc1cc(C(F)(F)F)ccc1N1CCOCC1,-25.0%,-10.4%,-2.4%,-18.5,-6.8%,7.9%,7.94µM*,?,-0.7%,-2.8%,-1.6%
Cc1cccc(-n2c(CNC(=O)c3cccc([N+](=O)[O-])c3C)n[nH]c2=S)c1,2.9%,-18.4%,-2.6%,-5.3,-6.7%,13.2%,-35.7%,0.6%,-3.8%,5.3%,-14.7%
Cc1cccc(-c2cccc(NC(=O)C3CCCN(C(=O)c4csc(C)n4)C3)c2)c1 (stereo unspecified),13.8%,0.0%,20.8%,-0.7,?,7.0%,?,-1.6%,4.0%,-9.9%,?
Cc1ccc(N2C(=O)CC(NNC(=O)c3cccc(S(=O)(=O)N4CCCC4)c3)C2=O)cc1 (stereo unspecified),-4.4%,-6.9%,-0.1%,0.7,23.2%,-2.4%,3.6%,-5.6%,0.2%,.,0.9%
COc1cc2c(cc1OC)C(=S)NC1(CCCC1)C2,-13.9%,0.3%,?,7.1,-10.8%,-2.9%,2µM*,14.1µM*,-2.3%,12.3%,5.7%
O=C(CSc1nc2ccc(NC(=O)c3ccccc3C(=O)O)cc2s1)Nc1ccc(F)c([N+](=O)[O-])c1,-44.8%[inhibitor],.,2.6%,0.1,?,?,9.3%,6.4%,-3.8%,?,?
CN(C)c1ccc(/C=N/NC(=O)C(O)(c2ccccc2)c2ccccc2)o1,-8.1%,11.1%,-3.9%,-3.2,19.6%,-1.9%,8.91µM*,11.2µM*,-1.9%,6.3%,0.0%
CN(CCc1ccccn1)C(=O)CC1C(=O)NCCN1Cc1ccc(-c2ccccc2)cc1 (stereo unspecified),-1.9%,12.7%,1.9%,-10.6,-12.7%,-10.7%,?,?,-3.5%,9.1%,-1.9%
Cc1ccccc1OCC(=O)Nc1nnc(C2CC2)s1,5.4%,.,-0.2%,15.5,13.4%,.,.,.,2.7%,.,1.1%
COC(C(=O)Nc1ccnn1C1CCN(Cc2cnn(C)c2)CC1)c1ccccc1 (stereo unspecified),0.0%,-2.9%,5.2%,7.4,15.9%,.,-33.9%,-5.0%,1.7%,-2.9%,1.3%
Cc1c(NC(=O)c2c(F)c(F)c(F)c(F)c2F)c(=O)n(-c2ccccc2)n1C,-0.1%,-2.2%,1.5%,1.9,-2.6%,-5.8%,-16.8%,1.8%,-2.0%,0.6%,3.5%[2.3 µM]
COC(=O)c1cc(S(=O)(=O)N2c3ccccc3CC2C)c[nH]1 (stereo unspecified),-10.1%,.,-2.1%,?,-3.0%,5.1%,-3.1%,4.1%,-1.7%,-5.9%,2.2%
Cc1cc(OCC(=O)Nc2ccncc2)ccc1[N+](=O)[O-],-7.4%,14.6%,-15.8%,-5.6,7.3µM*,-1.7%,5.01µM*,?,-11.6%,15.2%,-5.0%
O=C(CCCCCN1C(=O)c2ccccc2C1=O)Nc1cccc(O)c1,-2.6%,-1.9%,1.1%,6.4,-1.9%,-6.8%,43.2%,1.6%,17.0%,14.5%,3.5%

# More entries follow:
SMILES,Mito fusion act,PKM2 act,Rab9 promoter act,KCNH2 3.1 inh,ELG1 repair inh,Menin MLL FP TR,RORg inh,VP16 counter,NPC1 promoter act,MBNL1-CUG inh,FLuc modulator
COc1cc(/C=C/C(=O)c2ccc(Cl)s2)cc(OC)c1O,-2.8%,5.5%,-4.0%,-24.9,?,22.3%,?,-24.8%,-1.7%,?,?
CN1CCCC1=Nc1c2c(nc3ccccc13)N(C)CC2,-1.5%,-1.5%,-1.1%,6.6,-2.5%,-2.7%,-2.3%,0.4%,-3.2%,11.4%,0.3%
CCNc1nc(N)nc(-c2cc(Cl)ccc2O)n1,-26.6%,2.5%,1.26µM*,-9.0,?,23.2%,22.6%,?,3.98µM*,5.9%[11.5 µM],1.69µM*
CCCCC1CCC(C(=O)Nc2ccccc2N2CCOCC2)CC1 (stereo unspecified),25.4%,.,-2.0%,1.6,-6.0%,.,.,.,1.3%,.,.
Nc1cccnc1Oc1ccccc1F,2.0%,2.9%,-0.3%,8.0,3.5%,.,44.0%,-7.7%,-3.7%,-8.3%,2.4%
CCc1c(C)c(C#N)c2nc3ccccc3n2c1NCCN(C)C,-30.9%[inhibitor],4.2%,-5.9%,4.2,-12.5%,19.1%,-18.5%,-0.2%,0.6%,?,3.3%
CCn1c(SCC(=O)NC2CCCCC2)nnc1-c1ccccn1,1.1%,-4.3%,-0.7%,8.5,-8.2%,.,-8.8%,2.7%,-0.2%,-2.6%,0.8%
Cn1c(-c2ccc(F)cc2)cnc1NCc1cc2c(cc1[N+](=O)[O-])OCO2,5.0%,-1.6%,-4.3%,-3.3,?,1.7%,8.0%,-10.8%,-1.7%,36.1%[activator],-0.7%
CSc1ccccc1C(=O)Nc1cccc(N(C)S(C)(=O)=O)c1,-0.9%,-1.2%,11.1%,1.3,10.6%,5.4%,-10.3%,2.3%,-0.7%,2.9%,-1.1%[2.3 µM]
COc1cccc(NC(=S)NCCC(c2ccccc2)c2ccccc2)c1,1.2%,-1.7%,0.0%,-46.0,-8.4%,?,?,22.4µM*,-1.9%,-5.1%,3.8%
CCN(CC)CCn1c(=S)[nH]c2cc(C(=O)N3CC=C(c4ccccc4)CC3)ccc2c1=O,5.1%,-2.7%,1.7%,.,3.6%,-6.4%,-11.8%,6.8%,-0.4%,0.6%,-1.2%
COc1ccc(CC(=O)Nc2cc(C)on2)cc1OC,0.9%,-0.3%,1.2%,13.8,0.1%,.,-2.1%,-7.4%,-0.2%,-12.5%,1.4%
CCOC(=O)c1c(C)nc2ccccc2c1-c1ccccc1,7.4%,-5.2%,1.2%,1.3,-4.5%,?,2.7%[10 µM],?,-0.7%,.,-3.2%
COc1ccc(-n2nnnc2/C(=C/N(C)C)C(=O)c2ccccc2)cc1,0.2%,-5.2%,-4.3%,-2.1,-0.1%,.,-23.1%,1.0%,-1.4%,-7.4%,-1.1%
O=C(/C=C/c1ccco1)NC(=S)Nc1ccc(N2CCOCC2)c(Cl)c1,-7.6%,6.1%,-6.3%,-5.3,14.5%,?,1.78µM*,-18.8%,-23.6%,5.5%,3.0%

# Screening data deposited in PubChem by National Center for Advancing Translational Sciences (NCATS).
